PAX8 inh HTS – inhibitors of PAX8-driven TPO luciferase reporter, primary screen, RMG-I cells, single concentration; SteadyGlo, 24 h; inhibition, % at 12.6 µM; 1.2% of 360,000 active; AID 652154, 2013;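 active = mean replicate inhibition at least 60% with every replicate also reaching 60%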;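 note: luciferase light reporting Pax8 driven TPO promoter activity; plate controls were median of neutral control wells for no effect and mitoxantrone controls for full effect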
LGR2 inh – inhibitors of bursicon-induced LGR2 CRE-luciferase signal, primary screen, cell-based, HEK293, CRE-luciferase reporter, bursicon stimulation. inhibition, % at 9.99 µM. 0.35% of 380,000 active. AID 720647, 2013. bursicon-stimulated, 4 h. Drosophila bursicon receptor LGR2 (rickets);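 active = drop in luminescence signal, shown as inhibition above about 50% in the replicate tests, limit read from the data, passing the limit was not always enough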;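 note: agonist challenge used bursicon conditioned medium at about half maximal strength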
ARNT-TACC3 inh – disruptors of ARNT/TACC3 protein interaction, primary screen, biochemical, AlphaScreen, single concentration; inhibition, % at 9.99 µM; 0.66% of 390,000 active; AlphaScreen His-ARNT PAS-B/GST-TACC3 binding, luminescence; TACC3 fragment carries E629A point mutation; Transforming acidic coiled-coil-containing protein 3 (Homo sapiens), Q9Y6A5; AID 623870, 2012;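 active = mean inhibition of replicates at least 50% and at least half of replicates each reaching 50%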;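 note: 0% = complete ARNT plus TACC3 wells and 100% = ARNT alone without TACC3; many hits fall short of the cut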
Statin myotox sup – suppressors of statin myotoxicity in C2C12 myotubes, primary screen, cell-based, single point, plate reader; C2C12 myotubes + simvastatin, ATP luminescence, 48 h; scaled: DMSO 0, geranylgeraniol control 100; rescue of ATP level, % at 7.49 µM; 0.78% of 330,000 active; AID 602340, 2012;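 active = mean ATP rescue above about 67%, or every replicate alone reaching that limit, limit read from the data, passing the limit was not always enough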;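 note: myotubes were challenged with 10 µM simvastatin during compound exposure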
Cneo AK release – Cryptococcus neoformans cell lysis inducers, primary screen, AK release luminescence, single concentration. AID 651654, 2012. C. neoformans lysis, adenylate kinase release luminescence, 4 h; normalised: neutral wells 0, clomiphene wells 100. 0.2% of 360,000 active. lysis activity, % at 15 µM;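 active = mean lysis activity across replicates of at least 80%, whatever share of replicates individually reach that level; inactive = mean lysis activity below 80%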
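Test system: log-phase Cryptococcus neoformans yeast cells; Quantity: yeast cell density of 5 × 10^6 cells/mL; Buffer or medium: YPD; Doses: single compound concentration per well; Timing: 4 h at 37 °C static, read 1 h later; Measured by: AK luminescence; Read-out basis: lysis from increased AK signal; Control set: Clomiphene as positive control.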
PGC1a acetyl inh – inhibitors of PGC1a acetylation signal, primary screen, cell-based, U2OS, AlphaScreen, inhibitor mode. AlphaScreen anti-acetyl-lysine; with virally co-expressed GCN5 acetyltransferase. inhibition, % at 15.6 µM. 0.17% of 350,000 active;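 active = every replicate shows inhibition of at least 40%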;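 note: 0% = neutral control wells and 100% = positive control wells; some results beyond the cut were filed as inactive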
GSIS activator – GLuc luminescence reporter in INS-1E cells, primary screen for activators of glucose-dependent secretion of insulin; 0.61% of 370,000 active; activation, % at 16.6 µM; INS-1E GLuc reporter insulin secretion, 2-3 h;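 active = lowest replicate activation of at least 40%, so every replicate reaches that level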;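 note: 0% = median of neutral control wells and 100% = median of IBMX positive control wells; some compounds called inactive have numbers as strong as hits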
PglD inh – C. jejuni PglD acetyltransferase inhibitors, primary screen, biochemical, DTNB colorimetric, single point; purified PglD enzyme, DTNB colorimetric CoA detection; inhibition, % at 12.5 µM; 0.098% of 360,000 active; in the data active = inhibition above about 16%, passing the limit was not always enough; note: strong numbers were not always called active
Starred values were filed as active, the others as inactive; x = not tested or not shown.

SMILES | PAX8 inh HTS | LGR2 inh | ARNT-TACC3 inh | Statin myotox sup | Cneo AK release | PGC1a acetyl inh | GSIS activator | PglD inh
O=C(CCc1nnc(CCCCc2ccccc2)o1)NCCN1CCCCC1=O | 5 | 26 | -9 | 8 | -1 | 5 | -4 | -3
O=C(NCC1CCCO1)c1ccc(Br)c(S(=O)(=O)N2CCOCC2)c1 (configuration not stated) | -11 | x | x | 6 | 1 | -11 | x | -2
CC1CCN(C(=S)NC(=O)c2ccccc2Br)CC1 | -18 | 6 | -5 | x | 4 | x | 20 | -5
CSc1ncc(-c2ccc(Cl)cc2)[nH]1 | -83 | -63 | -3 | x | -18 | 3 | 4 | -6
CCc1nn2c(=O)cc(CSc3nc(C)cc(=O)[nH]3)nc2s1 | -7 | -15 | -11 | -7 | -1 | -9 | x | x
CCc1nnc(NC(=O)CN2CCN(Cc3ccccc3C)CC2)s1 | 0 | -3 | 1 | -8 | 3 | 8 | 8 | 0
C[C@H](CO)N1C[C@H](C)[C@H](CN(C)C(=O)Nc2ccc3c(c2)OCO3)Oc2ccc(NS(=O)(=O)c3cccs3)cc2C1=O | x | -15 | -10 | -42 | -2 | -3 | -3 | 6
CC1=C(C#N)C(c2cccnc2)C2=C(CCCC2=O)N1 (configuration not stated) | x | 8 | -5 | -1 | 0 | -2 | 24 | 0
CO[C@H]1CN(C)C(=O)c2ccc(NS(C)(=O)=O)cc2OC[C@@H](C)N(CC2CCCCC2)C[C@@H]1C | x | -11 | x | 9 | x | -8 | -16 | x
COC(=O)CC1Oc2ccccc2N(Cc2ccc(C)cc2)C1=O (configuration not stated) | x | x | 0 | 4 | 12 | 4 | x | -4
CN=C(C)/C(C(=O)OC)=C(/O)c1ccc(Cl)cc1Cl | 2 | 7 | -9 | x | x | x | -2 | x
O=C(CCC(=O)N(CC(=O)NC1CCCCC1)Cc1ccco1)Nc1nccs1 | x | x | -4 | 32 | 1 | -6 | x | 1
O=S(=O)(c1ccc(F)cc1)N1CCc2ccccc21 | 24 | 14 | -20 | -32 | -1 | 9 | -8 | 2
COc1ccc(CN(C)C[C@@H]2OCCCC[C@@H](C)Oc3ccc(NC(=O)c4ccccc4)cc3C(=O)N([C@H](C)CO)C[C@H]2C)cc1 | -6 | -7 | 3 | x | -2 | -6 | -23 | -3
C[C@H](CO)N1C[C@H](C)[C@@H](CN(C)C(=O)CC2CC2)Oc2ncc(C#CC3(O)CCCC3)cc2C1=O | x | -7 | -4 | 17 | -1 | -3 | -1 | 3
O=C1CSc2ccc(C(=O)O)cc2N1 | 0 | 15 | -2 | 3 | -17 | 17 | 3 | 9
O=C(OCc1ccccc1)N1CCOCCN(C(=O)OCc2ccccc2)CCOCC1 | 19 | -14 | 7 | x | x | -29 | -35 | x
COC(=O)NCC12CC3CC(C1)CC(CNC(=O)OC)(C3)C2 | 3 | x | -4 | 1 | 1 | -5 | x | 1
CCC(C)NC(=O)CN(c1ccc2c(c1)OCO2)S(=O)(=O)c1c(C)n[nH]c1C (configuration not stated) | -1 | -10 | -2 | -6 | 1 | 3 | 12 | -3
CCN(CC(=O)NCc1ccc(F)cc1)C(=O)c1ccc(C)o1 | -20 | 15 | -3 | 57 | 0 | -9 | 27 | -2
COc1ccc(NC(=O)N(C)C[C@H]2Oc3ccc(NS(=O)(=O)c4cn(C)cn4)cc3CC(=O)N([C@H](C)CO)C[C@H]2C)cc1 | 15 | 13 | 6 | -1 | -1 | 3 | 18 | -1
COc1ccc(C2=NO[C@@H]3C(=O)N(c4cccc(C)c4C)C(=O)[C@H]23)cc1OC | 3 | x | -9 | 2 | -1 | 4 | x | -4
COC(=O)CCS(=O)(=O)c1cc(Cl)ccc1Cl | x | x | -3 | 2 | 0 | x | x | -3
O=C(Nc1cccn(Cc2c(Cl)cccc2Cl)c1=O)c1ccc(Cl)cc1Cl | 11 | x | 31 | -5 | 0 | -12 | x | -5

3 compounds from above, ordered by length of the SMILES, highest first:
SMILES | PAX8 inh HTS | LGR2 inh | ARNT-TACC3 inh | Statin myotox sup | Cneo AK release | PGC1a acetyl inh | GSIS activator | PglD inh
COc1ccc(CN(C)C[C@@H]2OCCCC[C@@H](C)Oc3ccc(NC(=O)c4ccccc4)cc3C(=O)N([C@H](C)CO)C[C@H]2C)cc1 | -6 | -7 | 3 | x | -2 | -6 | -23 | -3
O=C(Nc1cccn(Cc2c(Cl)cccc2Cl)c1=O)c1ccc(Cl)cc1Cl | 11 | x | 31 | -5 | 0 | -12 | x | -5
O=S(=O)(c1ccc(F)cc1)N1CCc2ccccc21 | 24 | 14 | -20 | -32 | -1 | 9 | -8 | 2

Next structures follow:
SMILES | PAX8 inh HTS | LGR2 inh | ARNT-TACC3 inh | Statin myotox sup | Cneo AK release | PGC1a acetyl inh | GSIS activator | PglD inh
O=C(NCc1ccco1)c1cc(-c2cccnc2)nc2ccc(Cl)cc12 | x | x | -3 | -2 | -2 | -2 | x | 5
COc1ccc(C2/C(=C(\O)c3ccc4c(c3)OCCO4)C(=O)C(=O)N2c2nc(C)c(C(C)=O)s2)cc1 (configuration not stated) | 8 | -20 | 5 | -3 | 9 | x | 2 | 4
COc1ccc(NC(=O)CN2C(=O)c3cccc4cccc2c34)cc1OC | 18 | x | 0 | x | x | 3 | 18 | x
CC1C=NC(S(=O)(=O)N2CC[C@@H]3[C@H]2c2cc(-c4ccc(F)cc4)ccc2N(C)[C@H]3CO)=N1 (some centres not stated) | -19 | 0 | -1 | 1 | 14 | 2 | -29 | 2
C=C(C)C(=O)Oc1ccc(N=Nc2ccc(C)cc2)ccc1=O | -69 | -28 | x | 22 | 6 | x | x | 2
C[C@H](CO)N1C[C@H](C)[C@@H](CN(C)C(=O)c2ccc3c(c2)OCO3)Oc2ncc(C3=CCCCC3)cc2C1=O | 13 | 8 | 7 | 27 | 2 | -26 | -34 | 4
CC(=O)Nc1cncc(-c2cccc(C(=O)N3CCOCC3)c2)n1 | -10 | -7 | x | 3 | 0 | x | 9 | -5
O=C(N/N=C/c1cc(Br)c(O)c(Br)c1O)c1cccnc1 | 26 | 7 | 70* | 4 | 0 | 4 | -8 | 0
COc1ccc(C(C(=O)NC2CCCC2)N(C(=O)c2ccoc2C)c2cc(C)cc(C)c2)cc1 (configuration not stated) | x | 9 | -6 | 6 | x | x | 10 | x
CSc1ccc(S(=O)(=O)NCCSC(C)(C)C)cc1 | x | 11 | 2 | -10 | 2 | 10 | -16 | 2
O=C(C[C@@H]1C=C[C@@H](NC(=O)Nc2ccc3c(c2)OCO3)[C@H](CO)O1)NCc1ccc(F)cc1 | 10 | 6 | -2 | 1 | 5 | -5 | -11 | 0
COc1ccc(CC2(C)OC(c3ccc([N+](=O)[O-])cc3)=NN2C(C)=O)cc1 (configuration not stated) | 1 | 4 | 25 | x | x | x | -42 | x
Cc1ccc(NC(=O)NC2CCCc3ccccc32)cc1 (configuration not stated) | -26 | -14 | 1 | -8 | -2 | x | 19 | 0
CCCc1nnc(SCC(=O)N2CCCCC2)n1CCCOC | 7 | x | -2 | -8 | 0 | 1 | x | 1
COc1ccc(NC(=O)Nc2ccc3c(c2)C(=O)N([C@@H](C)CO)C[C@H](C)[C@H](CN(C)C(=O)NC(C)C)OCCCC[C@@H](C)O3)cc1 | 13 | 8 | x | x | x | 7 | -2 | x
COc1ccc(C2CC(=O)c3c(O)cc(O)cc3O2)c(CC=C(C)C)c1OC (configuration not stated) | x | -15 | 6 | 13 | -4 | -7 | -8 | 5
CC(C)NC(=O)N(C)C[C@@H]1Oc2ccc(NC(=O)CCCN(C)C)cc2CC(=O)N([C@H](C)CO)C[C@@H]1C | -7 | x | 4 | 20 | -1 | 3 | x | 2
C[N+]1(CC2COC3(CCCCC3)O2)CCCCC1 (configuration not stated) | -13 | 17 | -1 | x | 0 | 8 | 9 | -7
Cc1ccc(C2(C)NC(=O)N(CC(=O)NCCN3C(=O)S/C(=C\c4cccnc4)C3=O)C2=O)cc1 (configuration not stated) | -3 | x | -11 | 5 | -1 | 0 | x | 1
C[C@H]1CN([C@@H](C)CO)S(=O)(=O)c2ccc(-c3cccc(F)c3)cc2O[C@H]1CN(C)CC1CC1 | x | -18 | 15 | -14 | -1 | -21 | 3 | 1
C[C@@H]1CN([C@H](C)CO)C(=O)c2cc(NC(=O)Nc3cccc4ccccc34)ccc2O[C@H]1CN(C)Cc1ccc(Cl)c(Cl)c1 | x | -15 | 5 | x | 4 | -12 | 6 | 5
Cc1ccc(NC(=S)N2CCN(S(=O)(=O)c3c(F)cccc3F)CC2)cc1C | 9 | 8 | 2 | -4 | 5 | 1 | x | -4
CC(C)(C)c1ccc(-n2ncc3c2CCCC3NC(=O)CN2CCCC2=O)cc1 (configuration not stated) | 32 | 4 | -5 | -2 | -3 | x | -26 | 1
Cc1oc(-c2ccccc2F)nc1CS(=O)CC(=O)NCc1ccc2c(c1)OCO2 (configuration not stated) | 7 | -14 | -33 | 10 | -2 | -14 | -17 | 6
COc1ccccc1N1CCN(/N=C/c2ccc([N+](=O)[O-])cc2)CC1 | -25 | -61 | 41 | -13 | -1 | -9 | -1 | -7
CCCNC(=O)N(C)C[C@H]1Oc2cc(C#C[C@@H](C)O)ccc2S(=O)(=O)N([C@H](C)CO)C[C@@H]1C | x | 8 | -3 | -4 | 2 | 0 | 7 | 3
CC1(C(=O)O)C=CC2(CCCCC2)N1C(=O)c1ccccc1 (configuration not stated) | 10 | 10 | -5 | -7 | 0 | x | 5 | 2
CCOC(=O)c1c(C)nc2sc3c(=O)n(-c4ccc(C)cc4)cnc3c2c1-c1ccc(OC)cc1 | x | x | -2 | -3 | -11 | x | x | 5
N#C[C@H]1[C@@H](c2ccc(C#Cc3ccccc3F)cc2)[C@@H](CO)N1C(=O)C1CCC1 | 42 | 11 | 20 | -112 | -4 | -3 | 11 | -3
Cc1ccc(C(=O)Nc2ncc(C)s2)o1 | x | -18 | 3 | x | -1 | -3 | 6 | -1
OC(c1ccc(F)cc1)c1nc(-c2cc3ccccc3o2)cs1 (configuration not stated) | -161 | -102 | x | 35 | -4 | 3 | 4 | 13
C=CCSC1=C(C#N)C(c2ccccc2OCC)CC(=O)N1 (configuration not stated) | x | -7 | -7 | -4 | 0 | -5 | 1 | 0
COc1ccc(C2=NOC(C(=O)NCc3ccc(F)cc3)C2)cc1OC (configuration not stated) | x | -24 | -1 | x | -2 | -34 | 35 | -2
C[C@@H]1CN([C@H](C)CO)C(=O)c2cc(-c3ccc(C#N)cc3)cnc2O[C@@H]1CN(C)C(=O)Nc1ccccc1 | x | -58 | -3 | 5 | -7 | 0 | 0 | 2

Compounds from the list above containing two or more sulfur atoms:
SMILES | PAX8 inh HTS | LGR2 inh | ARNT-TACC3 inh | Statin myotox sup | Cneo AK release | PGC1a acetyl inh | GSIS activator | PglD inh
CCc1nn2c(=O)cc(CSc3nc(C)cc(=O)[nH]3)nc2s1 | -7 | -15 | -11 | -7 | -1 | -9 | x | x
C[C@H](CO)N1C[C@H](C)[C@H](CN(C)C(=O)Nc2ccc3c(c2)OCO3)Oc2ccc(NS(=O)(=O)c3cccs3)cc2C1=O | x | -15 | -10 | -42 | -2 | -3 | -3 | 6
CSc1ccc(S(=O)(=O)NCCSC(C)(C)C)cc1 | x | 11 | 2 | -10 | 2 | 10 | -16 | 2
Cc1ccc(NC(=S)N2CCN(S(=O)(=O)c3c(F)cccc3F)CC2)cc1C | 9 | 8 | 2 | -4 | 5 | 1 | x | -4
